Screening data from PubChem BioAssay.
SKKanGAS inh – blocks kanamycin growth of S. pyogenes SKKanGAS strain; BacTiter-Glo, 6 h; inhibition, % at 7.5 µM; 300,000 tested, 1.3% active;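 active = mean replicate score, as percent of positive control median, at least 50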;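 also: strain carries kanamycin resistance gene driven by streptokinase promoter and grows in 40 µg/ml kanamycin; loss of luminescence reflects streptokinase promoter inhibition or plain growth inhibition; 0% = median of DMSO wells and 100% = positive control at its reference dose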
ANO1 block – mouse TMEM16A channel inhibition, primary screen; Q8BHY3; HEK293 TMEM16A/YFP iodide influx fluorescence, ionomycin; normalized B-score (activity score, 25-100; higher = stronger inhibition) at 10 µM; 310,000 tested, 1.2% active; AID 588511;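 active = ratio plate-corrected score three or more library SD toward inhibition, starting fluorescence score within five deviations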;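 also: score derived from kinetic fluorescence span divided by baseline fluorescence per well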
TRPC4 PAM – allosterically enhances the mouse TRPC4 cation channel; 310,000 tested, 0.42% active; B-score at 10 µM; Q9QUQ5; HEK293 TRPC4beta/mu-opioid, DAMGO EC20, Fluo-4 Ca2+ flux; active compounds read high; AID 2227;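 active = B-score of calcium response area above 5 SD of library B-scores, with initial fluorescence ratio within 5 SD of library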;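 also: B-score of integrated fluorescence ratio over time as area under calcium response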
Target sequence (Q9QUQ5 whole entry, looked up): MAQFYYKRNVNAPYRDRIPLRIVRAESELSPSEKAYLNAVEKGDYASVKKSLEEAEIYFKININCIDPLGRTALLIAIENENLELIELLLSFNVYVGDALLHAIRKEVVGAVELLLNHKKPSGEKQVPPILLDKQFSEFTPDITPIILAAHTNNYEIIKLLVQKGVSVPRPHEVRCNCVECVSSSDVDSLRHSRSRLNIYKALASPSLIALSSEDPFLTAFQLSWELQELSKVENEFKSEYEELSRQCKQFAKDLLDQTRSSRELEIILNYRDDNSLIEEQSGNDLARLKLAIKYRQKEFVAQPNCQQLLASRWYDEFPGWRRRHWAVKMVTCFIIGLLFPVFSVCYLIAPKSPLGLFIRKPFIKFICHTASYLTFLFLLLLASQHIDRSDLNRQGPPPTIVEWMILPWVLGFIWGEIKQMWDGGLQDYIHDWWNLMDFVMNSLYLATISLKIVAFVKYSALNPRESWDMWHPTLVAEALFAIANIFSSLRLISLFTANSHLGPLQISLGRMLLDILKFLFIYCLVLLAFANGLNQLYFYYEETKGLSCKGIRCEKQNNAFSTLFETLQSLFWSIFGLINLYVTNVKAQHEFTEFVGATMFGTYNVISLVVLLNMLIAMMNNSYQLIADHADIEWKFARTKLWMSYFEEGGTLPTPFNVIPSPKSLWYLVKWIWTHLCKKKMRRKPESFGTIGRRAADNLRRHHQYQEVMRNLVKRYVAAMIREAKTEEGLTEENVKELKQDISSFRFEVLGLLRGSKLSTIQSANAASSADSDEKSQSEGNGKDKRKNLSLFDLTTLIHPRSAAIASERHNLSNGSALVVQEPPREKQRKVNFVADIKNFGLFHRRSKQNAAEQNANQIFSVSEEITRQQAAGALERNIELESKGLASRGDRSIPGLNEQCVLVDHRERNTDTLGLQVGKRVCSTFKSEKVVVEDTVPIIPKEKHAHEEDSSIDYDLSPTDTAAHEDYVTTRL
TRPC6 inhibitor – blocks the mouse TRPC6 cation channel; HEK293-TRPC6, membrane potential dye, ACh-evoked depolarization; active compounds read low; B-score at 10 µM; 310,000 tested, 1.1% active;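 active = B-score under library mean minus 3 SD, initial fluorescence not abnormally high, positive integrated signal ratio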;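 also: B-score derived from integrated fluorescence ratio over the kinetic read; more negative B-score means stronger inhibition of depolarization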
TRPC4 act – TRPC4 (mouse) channel activation; B-score at 10 µM; Q9QUQ5; 310,000 tested, 0.49% active; HEK293 TRPC4beta/mu-opioid, Fluo4 calcium fluorescence; active compounds read high;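 active = B-score above 5 SD of library B-scores, and initial fluorescence ratio not above library mean plus 5 SD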;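 also: positive B-score marks a calcium rise read as TRPC4 activation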
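System: HEK293 cells stably co-expressing mouse TRPC4beta and mu-opioid receptor; Schedule: Fluo4 dye loading 45 min at room temperature, 110 s recording; Detection: Fluo4 fluorescence, kinetic; Evaluation: B-scored integrated calcium fluorescence ratio; Controls: buffer (low) and maximal DAMGO (high).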
MrgX1 antag – human MrgX1 receptor antagonism, primary screen | Q96LB2 | MRGX1-HEK293 calcium flux, Fluo-4, BAM8-22 antagonism; active compounds read low | B-score at 10 µM | 310,000 tested, 1.3% active | AID 588676;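 active = calcium-response B-score plate-corrected more than 3 library SD below zero, starting fluorescence within 5 deviations, no agonist response on first addition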;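 also: peak minus trough fluorescence over baseline after final BAM8-22 challenge near maximal dose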
MrgX1 PAM – allosterically activates human MrgX1 receptor signaling | Q96LB2 | MrgX1-HEK293, Fluo-4 calcium flux, FDSS; active compounds read high | B-score at 10 µM | 310,000 tested, 0.63% active | AID 588675;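 active = plate-corrected calcium response at least 3 library SD above typical, normal starting fluorescence, not activating the receptor alone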;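 also: compound read alongside a low EC10 to EC30 dose of BAM8-22 agonist; peak minus trough fluorescence over baseline measured at the second addition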
TRPC6 activator – activates the mouse TRPC6 cation channel | Q61143 | B-score at 10 µM | HEK293-TRPC6 membrane potential dye fluorescence; active compounds read high | 310,000 tested, 0.13% active | AID 2550;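 active = B-score of the integrated fluorescence ratio above library mean plus 3 SD, and starting fluorescence ratio within library mean plus 5 SD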;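 also: higher score means more depolarization so channel activation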
MrgX1 agonist – human MrgX1 receptor agonism, primary screen; Q96LB2; MrgX1-HEK293 cells, Fluo-4 calcium fluorescence, agonist mode; active compounds read high; B-score at 10 µM; 310,000 tested, 0.44% active;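 active = calcium response B-score plate-corrected fluorescence ratio at least 3 library SD, with starting fluorescence B-score inside 5 SD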
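Assay system: stable human MrgX1 HEK293 cell line. Quantity: 15,000 cells per well. Schedule: cells plated overnight, dye loaded 0.5 h 37 °C, 0.5 h room temperature. Detection: Fluo-4 NW calcium-flux fluorescence, kinetic read. Read-out basis: peak-minus-minimum fluorescence over baseline, converted to B scores. Control set: positive and negative control wells on each plate.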
TRPC4 block – TRPC4 (mouse) channel inhibition; Q9QUQ5; HEK293 TRPC4beta/mu-opioid, DAMGO-evoked Fluo4 calcium flux; active compounds read low; B-score at 10 µM; 300,000 tested, 0.39% active;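 active = B-score over 3 SD under the library average, no early fluorescence shift, positive overall ratio signal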
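Assay system: HEK293 cells with stable TRPC4beta plus mu-opioid receptor expression. Dosing: single dose. Measured by: Fluo4 Ca2+ flux fluorescence. Also added: DAMGO in two steps, submaximal then maximal. Read-out: B score from integrated Fluo4 fluorescence ratio.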
ANO1 activ – activates or potentiates the mouse TMEM16A chloride channel; Q8BHY3; 340,000 tested, 0.3% active; HEK293 TMEM16A/YFP-H148Q/I152L, iodide quench fluorescence; active compounds read low; B-score at 10 µM;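 active = fluorescence-ratio B-score plate-corrected deviation score at least 3 library SD below zero, with starting fluorescence score within 5 deviations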;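 also: channel opened by trigger with iodide after compound preincubation; score built on the fluorescence ratio of max minus min over baseline; more negative score means more quench and so TMEM16A activation or potentiation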
Starred values were filed as active, the others as inactive.

How did Cc1cccc(NC(=O)C2CCN(C(=O)c3ccc(Cl)cc3)CC2)n1 do in these assays?
SKKanGAS inh: 7; ANO1 block: inactive; TRPC4 PAM: inactive; TRPC6 inhibitor: inactive; TRPC4 act: inactive; MrgX1 antag: inactive; MrgX1 PAM: inactive; TRPC6 activator: inactive; MrgX1 agonist: inactive; TRPC4 block: inactive; ANO1 activ: inactive

Results for CCOC(=O)c1c(NC(=O)CSc2nnc(-c3c[nH]c4ccccc34)n2CC)sc2c1CCCC2 ?
SKKanGAS inh: 30; ANO1 block: inactive; TRPC4 PAM: inactive; TRPC6 inhibitor: inactive; TRPC4 act: inactive; MrgX1 antag: inactive; MrgX1 PAM: inactive; TRPC6 activator: inactive; MrgX1 agonist: inactive; TRPC4 block: inactive; ANO1 activ: inactive

What do the screens show for `COc1cc(C(=O)NCCSc2ccc(Br)cc2)cc(OC)c1OC`?
SKKanGAS inh: -18; ANO1 block: inactive; TRPC4 PAM: inactive; TRPC6 inhibitor: inactive; TRPC4 act: inactive; MrgX1 antag: inactive; MrgX1 PAM: inactive; TRPC6 activator: inactive; MrgX1 agonist: inactive; TRPC4 block: inactive; ANO1 activ: inactive

What do the screens show for `CCOC(=O)c1c(-c2ccc(C)o2)csc1NC(=S)NC(=O)c1ccccc1Br`?
SKKanGAS inh: 7; ANO1 block: inactive; TRPC4 PAM: inactive; TRPC6 inhibitor: inactive; TRPC4 act: inactive; MrgX1 antag: inactive; MrgX1 PAM: inactive; TRPC6 activator: inactive; MrgX1 agonist: inactive; TRPC4 block: inactive; ANO1 activ: inactive

How did COc1ccc(C2NC(=O)C(=O)/C2=C(\O)c2ccc(Cl)cc2)cc1OC (stereo unspecified) do in these assays?
SKKanGAS inh: 0; ANO1 block: inactive; TRPC4 PAM: inactive; TRPC6 inhibitor: inactive; TRPC4 act: inactive; MrgX1 antag: inactive; MrgX1 PAM: inactive; TRPC6 activator: inactive; MrgX1 agonist: inactive; TRPC4 block: inactive; ANO1 activ: inactive

Results for O=[N+]([O-])c1ccc(CN2CCN(c3ccc(Cl)cc3)CC2)o1 ?
SKKanGAS inh: 6; ANO1 block: inactive; TRPC4 PAM: inactive; TRPC6 inhibitor: inactive; TRPC4 act: inactive; MrgX1 antag: inactive; MrgX1 PAM: inactive; TRPC6 activator: inactive; MrgX1 agonist: inactive; TRPC4 block: inactive; ANO1 activ: inactive

What do the screens show for `CC(=O)c1cccc(NC(=O)/C=C/c2ccc([N+](=O)[O-])s2)c1`?
SKKanGAS inh: -6; TRPC4 PAM: inactive; TRPC6 inhibitor: inactive; TRPC4 act: inactive; TRPC6 activator: inactive; TRPC4 block: inactive; ANO1 activ: inactive

What do the screens show for `Cc1nnc(SCC(=O)NC2CCCCC2)s1`?
SKKanGAS inh: 3; ANO1 block: inactive; TRPC4 PAM: inactive; TRPC6 inhibitor: inactive; TRPC4 act: inactive; MrgX1 antag: inactive; MrgX1 PAM: inactive; TRPC6 activator: inactive; MrgX1 agonist: inactive; TRPC4 block: inactive; ANO1 activ: inactive

How did CSc1ccc(Cl)c(C(=O)NC2CCCC2)c1 do in these assays?
SKKanGAS inh: -1; ANO1 block: inactive; TRPC4 PAM: inactive; TRPC6 inhibitor: inactive; TRPC4 act: inactive; MrgX1 antag: inactive; MrgX1 PAM: inactive; TRPC6 activator: inactive; MrgX1 agonist: inactive; TRPC4 block: inactive; ANO1 activ: inactive

How did Cc1ccnc(NC(=O)CCc2c(C)nc3ncnn3c2C)c1 do in these assays?
SKKanGAS inh: 2; ANO1 block: inactive; TRPC4 PAM: inactive; TRPC6 inhibitor: inactive; TRPC4 act: inactive; MrgX1 antag: inactive; MrgX1 PAM: inactive; TRPC6 activator: inactive; MrgX1 agonist: inactive; TRPC4 block: inactive; ANO1 activ: inactive

What do the screens show for `C/C(=N\NC(=O)C1CC1)c1ccc(C)c(C)c1`?
ANO1 block: inactive; TRPC4 PAM: inactive; TRPC6 inhibitor: inactive; TRPC4 act: inactive; MrgX1 antag: inactive; MrgX1 PAM: inactive; TRPC6 activator: inactive; MrgX1 agonist: inactive; TRPC4 block: inactive; ANO1 activ: inactive

Results for O=[N+]([O-])c1ccc(N2CCN(CCO)CC2)cc1Sc1nc2ccccc2[nH]1 ?
SKKanGAS inh: 1; ANO1 block: inactive; TRPC4 PAM: inactive; TRPC6 inhibitor: inactive; TRPC4 act: inactive; MrgX1 antag: inactive; MrgX1 PAM: inactive; TRPC6 activator: inactive; MrgX1 agonist: inactive; TRPC4 block: inactive; ANO1 activ: inactive

Results for O=C(Nc1cc(C(F)(F)F)ccc1Cl)c1cc2nc3c(c(C(F)(F)F)n2n1)CCCC3 ?
SKKanGAS inh: -2; ANO1 block: inactive; TRPC4 PAM: inactive; TRPC6 inhibitor: inactive; TRPC4 act: inactive; MrgX1 antag: inactive; MrgX1 PAM: inactive; TRPC6 activator: inactive; MrgX1 agonist: inactive; TRPC4 block: inactive; ANO1 activ: inactive

How did COc1ccc(-c2cc(C)no2)cc1S(=O)(=O)Nc1cccc(CN2CCCC2)c1 do in these assays?
SKKanGAS inh: 0; ANO1 block: inactive; TRPC4 PAM: inactive; TRPC6 inhibitor: inactive; TRPC4 act: inactive; MrgX1 antag: inactive; MrgX1 PAM: inactive; TRPC6 activator: inactive; MrgX1 agonist: inactive; TRPC4 block: inactive; ANO1 activ: inactive

How did CC(=O)c1ccc(Sc2nnnn2-c2ccccc2)c([N+](=O)[O-])c1 do in these assays?
SKKanGAS inh: -4; ANO1 block: inactive; TRPC4 PAM: inactive; TRPC6 inhibitor: inactive; TRPC4 act: inactive; MrgX1 antag: inactive; MrgX1 PAM: inactive; TRPC6 activator: inactive; MrgX1 agonist: inactive; TRPC4 block: inactive; ANO1 activ: inactive

What do the screens show for `Cc1nnc(Sc2cc(C(=O)NCc3ccco3)c3ccccc3n2)s1`?
SKKanGAS inh: 8; ANO1 block: inactive; TRPC4 PAM: inactive; TRPC6 inhibitor: inactive; TRPC4 act: inactive; MrgX1 antag: inactive; MrgX1 PAM: inactive; TRPC6 activator: inactive; MrgX1 agonist: inactive; TRPC4 block: inactive; ANO1 activ: inactive

What do the screens show for `Cc1cc(Cl)ccc1NC(=O)Cn1cncn1`?
SKKanGAS inh: 5; ANO1 block: inactive; TRPC4 PAM: inactive; TRPC6 inhibitor: inactive; TRPC4 act: inactive; MrgX1 antag: inactive; MrgX1 PAM: inactive; TRPC6 activator: inactive; MrgX1 agonist: inactive; TRPC4 block: inactive; ANO1 activ: inactive

Results for CSc1ccc(C(=O)C2CCCN(C(=O)c3cc(C)n(C)n3)C2)cc1 (stereo unspecified) ?
SKKanGAS inh: -1; ANO1 block: inactive; TRPC4 PAM: inactive; TRPC6 inhibitor: inactive; TRPC4 act: inactive; MrgX1 antag: inactive; MrgX1 PAM: inactive; TRPC6 activator: inactive; MrgX1 agonist: inactive; TRPC4 block: inactive; ANO1 activ: inactive

Results for O=C(O)c1cccc(CSc2nnc(-c3ccc(Cl)cc3)o2)c1 ?
SKKanGAS inh: 3; ANO1 block: inactive; TRPC4 PAM: inactive; TRPC6 inhibitor: inactive; TRPC4 act: inactive; MrgX1 antag: inactive; MrgX1 PAM: inactive; TRPC6 activator: inactive; MrgX1 agonist: inactive; TRPC4 block: inactive; ANO1 activ: inactive

How did Cc1ccc2nc(C3CCCN3Cc3nc(CCC(C)C)no3)[nH]c2c1 (stereo unspecified) do in these assays?
SKKanGAS inh: -2; ANO1 block: inactive; TRPC4 PAM: inactive; TRPC6 inhibitor: inactive; TRPC4 act: inactive; MrgX1 antag: inactive; MrgX1 PAM: inactive; TRPC6 activator: inactive; MrgX1 agonist: inactive; TRPC4 block: inactive; ANO1 activ: inactive

How did COc1ccc(SCCc2nnc(-c3ccccc3)o2)cc1 do in these assays?
SKKanGAS inh: 0; ANO1 block: inactive; TRPC4 PAM: inactive; TRPC6 inhibitor: inactive; TRPC4 act: inactive; MrgX1 antag: -7.8*; MrgX1 PAM: inactive; TRPC6 activator: inactive; MrgX1 agonist: inactive; TRPC4 block: inactive

Results for CCOC(=O)c1ccc(NC(=O)COc2ccccc2CNCCc2ccccc2)cc1 ?
SKKanGAS inh: -1; ANO1 block: inactive; TRPC4 PAM: inactive; TRPC6 inhibitor: inactive; TRPC4 act: inactive; MrgX1 antag: inactive; MrgX1 PAM: inactive; TRPC6 activator: inactive; MrgX1 agonist: inactive; TRPC4 block: inactive; ANO1 activ: inactive

How did CCOC(=O)C1CCN(C(=O)C2(NC(=O)Nc3ccc(F)cc3F)CCCCC2)CC1 do in these assays?
SKKanGAS inh: -11; ANO1 block: inactive; TRPC4 PAM: inactive; TRPC6 inhibitor: inactive; TRPC4 act: inactive; MrgX1 antag: inactive; MrgX1 PAM: inactive; TRPC6 activator: inactive; MrgX1 agonist: inactive; TRPC4 block: inactive; ANO1 activ: inactive

Results for N#Cc1c(N)nc(N2CCCC2)c(C#N)c1-c1ccc(Cl)cc1 ?
SKKanGAS inh: 22; ANO1 block: inactive; TRPC4 PAM: inactive; TRPC6 inhibitor: inactive; TRPC4 act: inactive; MrgX1 antag: inactive; MrgX1 PAM: inactive; TRPC6 activator: inactive; MrgX1 agonist: inactive; TRPC4 block: inactive; ANO1 activ: inactive

Results for COc1ccc(C(=O)N2CCN(S(=O)(=O)c3ccc(F)cc3)CC2)cc1OC ?
SKKanGAS inh: 2; ANO1 block: inactive; TRPC4 PAM: inactive; TRPC6 inhibitor: inactive; TRPC4 act: inactive; MrgX1 antag: inactive; MrgX1 PAM: inactive; TRPC6 activator: inactive; MrgX1 agonist: inactive; TRPC4 block: inactive; ANO1 activ: inactive

How did Cc1cccc(-n2c(Cc3cc(=O)[nH]c(=O)[nH]3)nnc2SCC(=O)N2CCCCC2)c1 do in these assays?
SKKanGAS inh: 0; ANO1 block: inactive; TRPC4 PAM: inactive; TRPC6 inhibitor: inactive; TRPC4 act: inactive; MrgX1 antag: inactive; MrgX1 PAM: inactive; TRPC6 activator: inactive; MrgX1 agonist: inactive; TRPC4 block: inactive; ANO1 activ: inactive
